KAT2A inh = qHTS Assay for Inhibitors of GCN5L2. Histone acetyltransferase KAT2A (Homo sapiens), Q92830. actives 0.21% (n = 390,000). Potency, µM (highest dose often 58.9 µM), inactives show top-dose activity change, negative = inhibition, most hits filed as inhibitors. AID 504327, 2011. GCN5L2 HAT assay, ThioGlo1 CoA-SH fluorescence
Target sequence (Q92830 whole entry, looked up): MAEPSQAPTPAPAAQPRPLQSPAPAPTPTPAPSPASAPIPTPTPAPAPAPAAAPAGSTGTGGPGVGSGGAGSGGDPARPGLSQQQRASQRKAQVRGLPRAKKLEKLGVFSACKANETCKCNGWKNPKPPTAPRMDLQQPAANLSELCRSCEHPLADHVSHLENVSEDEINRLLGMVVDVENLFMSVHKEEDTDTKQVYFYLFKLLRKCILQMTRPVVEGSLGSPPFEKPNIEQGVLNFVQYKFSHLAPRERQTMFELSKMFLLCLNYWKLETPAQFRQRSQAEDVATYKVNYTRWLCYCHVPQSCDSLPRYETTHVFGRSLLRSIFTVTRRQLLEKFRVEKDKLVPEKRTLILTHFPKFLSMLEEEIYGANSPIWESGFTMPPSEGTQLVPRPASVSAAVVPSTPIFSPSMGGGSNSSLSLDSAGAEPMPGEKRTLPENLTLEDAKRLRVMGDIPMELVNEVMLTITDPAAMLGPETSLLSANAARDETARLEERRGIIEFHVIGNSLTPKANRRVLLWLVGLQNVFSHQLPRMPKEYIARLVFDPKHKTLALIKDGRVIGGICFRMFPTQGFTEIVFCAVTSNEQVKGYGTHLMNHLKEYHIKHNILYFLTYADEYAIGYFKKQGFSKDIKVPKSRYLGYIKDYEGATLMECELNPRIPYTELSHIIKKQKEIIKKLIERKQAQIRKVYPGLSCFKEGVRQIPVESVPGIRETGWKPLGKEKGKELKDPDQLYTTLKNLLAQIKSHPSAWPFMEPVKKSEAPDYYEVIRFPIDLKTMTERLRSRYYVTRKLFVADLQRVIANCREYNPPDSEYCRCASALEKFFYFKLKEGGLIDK
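qHTS, 1536-well. 20nM enzyme, pH 7.5 HEPES/EDTA/Tween-20 buffer; 15 min compound preinc., RT. Start: 75uM H3(1-25), 70uM AcCoA, 50uM ThioGlo1. Read Ex340/Em540 at t=0 (autofluorescence flag) and t=20 min.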
DT40 TDP1 no CPT = qHTS for Inhibitors of human tyrosyl-DNA phosphodiesterase 1 (TDP1): qHTS in cells in absence of CPT; Potency, µM (doses to about 46.2 µM), for inactives: at the highest dose activity change, negative = growth inhibition, hits mostly inhibitors; DT40 Tdp1-/- hTDP1 cells, no CPT, ATP luminescence, 48 h; actives 15% (n = 420,000); further: nearly all actives have a fitted effect of over 55% in size
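Seeded 400 DT40-hTDP1 cells/well (vehicle DMSO, no 20 nM CPT); pinned compounds; ≥48 hr at 37 °C; CellTiter-Glo luminescence as viability measure.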
DT40 TDP1 CPT = qHTS for Inhibitors of human tyrosyl-DNA phosphodiesterase 1 (TDP1): qHTS in cells in presence of CPT; Potency, µM (highest dose often 46.2 µM), without a hit: top-dose activity change, negative = growth inhibition, actives largely listed as inhibitors; chicken DT40 Tdp1-/-;hTDP1 cells + 20 nM CPT, ATP luminescence, 48 h; actives 12% (n = 420,000); further: nearly all actives have a fitted effect of over 55% in size
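Chicken DT40 Tdp1-/- cells stably complemented with human TDP1 were seeded at 400 cells/well in medium containing 20 nM camptothecin, exposed to pin-transferred compounds, and grown at 37 °C for at least 48 hr. Viability was read as ATP luminescence.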
Numbers without * were called inactive; ? = inconclusive; / = no result given. The call rests on the fitted dose curve; in most records, active means well fitted curve in the direction sought with a large enough effect; inconclusive means small, poorly fitted or top-dose-only effect, or another doubt; inactive means no such curve, though single readings can be large; an effect the other way counts as inactive or inconclusive. On the % scale 0 is the no-effect control and ±100 the full control effect; potency means the concentration at half of the fitted maximal effect.

1. CCN1C[C@@H]2[C@@H]3C(=O)N(C)C(=O)[C@@H]3[C@](Cc3ccccc3)(C1=O)N2C(=O)c1ccc(C(C)(C)C)cc1
2. O=C(Nc1ccc(-n2ccnc2P(=O)(O)c2ccccc2)cc1)c1ccccc1Cl
3. COC(=O)C(O)(CC(=O)Nc1ccc(Cl)cc1Cl)C(F)(F)F (centres undefined)
4. CN1CCN(C(=O)NC2CCCN2S(=O)(=O)c2ccc(Cl)cc2)CC1 (centres undefined)
5. O=c1c2ccccc2nc2sc3ccccc3n12
6. O=C(Nc1c(F)cc(F)cc1Br)c1cccnc1
7. C=CCSc1nnc(-c2c[nH]c3ccccc23)n1CC
8. O=C1/C(=C/c2ccccc2)NC(=S)N1C(c1ccccc1)c1ccccc1

Compound,1,2,3,4,5,6,7,8
KAT2A inh,/,-2%,0%,3%,1%,3%,-7%,-3%
DT40 TDP1 no CPT,-28%,0%,0%,-2%,13µM*,-18%,?,5.8µM*
DT40 TDP1 CPT,-28%,-1%,-9%,?,?,-7%,-20%,4.6µM*

9. CC1CCN(S(=O)(=O)c2ccc(C(=O)NC3CCS(=O)(=O)C3)cc2)CC1 (centres undefined)
10. COc1ccc(CNC(=O)Cc2coc3ccc(C)cc23)cc1
11. CO[C@@H]1CN(C)C(=O)c2cc(NC(=O)Nc3cc(F)ccc3F)ccc2OC[C@H](C)N(C(=O)c2ccccn2)C[C@@H]1C
12. CCOc1ccccc1NC(=O)Cn1c(=O)n(C(C)C)c(=O)c2oc3ccccc3c21
13. CC(CC(=O)O)CC(=O)Nc1ccc(Br)cc1 (centres undefined)
14. CC(C)=CCN1CCN(CCC2=C(C)CCCC2(C)C)CC1CCO (centres undefined)
15. CCOC(=O)Cc1csc(NC(=O)c2ccc3ccccc3n2)n1
16. c1cc(N2CCOCC2)ccc1-c1ccc2nncn2c1

Compound,9,10,11,12,13,14,15,16
KAT2A inh,-4%,-3%,/,-4%,-8%,0%,-7%,/
DT40 TDP1 no CPT,-25%,-20%,?,?,6%,?,18µM*,-5%
DT40 TDP1 CPT,-3%,-5%,?,?,4%,?,?,-17%

17. Cc1ccccc1C(=O)/C=C1\NC(=O)CS1
18. CC(=O)N(c1ccccc1)C1CC(C)N(C(=O)c2ccccc2)c2ccccc21 (centres undefined)
19. N=c1c(S(=O)(=O)c2ccc(Cl)cc2)cc2c(=O)n3ccccc3nc2n1Cc1ccco1
20. CC(CN(C)Cc1ccccc1)OC(=O)c1cccs1 (centres undefined)
21. COc1cc(C(=O)NCc2ccc(S(N)(=O)=O)cc2)ccc1OCC(=O)Nc1cccc(C(F)(F)F)c1
22. CC(Oc1ccccc1)C(=O)NNC(=O)c1ccccn1 (centres undefined)
23. COc1ccccc1N1CCN(Cc2cc(=O)oc3cc(C)cc(C)c23)CC1
24. O=C(CNC(=O)c1cccs1)NCC(=O)OCc1c(Cl)cccc1Cl

Compound,17,18,19,20,21,22,23,24
KAT2A inh,1%,1%,-29%,-4%,-6%,-6%,/,-6%
DT40 TDP1 no CPT,1%,7.3µM*,?,-11%,?,7.3µM*,?,-13%
DT40 TDP1 CPT,-24%,8.2µM*,?,-9%,-3%,10µM*,?,1%

25. CCNc1ncc2nc(C)c(=O)n(C3CC3)c2n1
26. O=C(Cn1nnc(-c2ccccc2-n2cnnn2)n1)c1ccccc1
27. COc1ccc(NC(=O)CC(C)n2ccnc2)cc1 (centres undefined)
28. Cc1c(OCC(=O)NCc2ccncc2)ccc2c3c(c(=O)oc12)CCCC3
29. CCOC(=O)CN(C(=O)CNC(=O)c1cccs1)C(C(=O)NC1CCCCC1)c1cccs1 (centres undefined)
30. COc1ccc(/C=C/C(=O)NC(=S)Nc2ccc(S(N)(=O)=O)cc2)cc1OC
31. COc1ccccc1CN1CCN(Cc2ccco2)CC1
32. CCc1ccc(OCC(=O)NNC(=O)c2ccc(-n3cncn3)c([N+](=O)[O-])c2)cc1

Compound,25,26,27,28,29,30,31,32
KAT2A inh,-29%,1%,2%,-4%,2%,0%,17%,/
DT40 TDP1 no CPT,0%,-18%,-1%,-19%,-26%,0%,-14%,?
DT40 TDP1 CPT,10%,0%,0%,-28%,-14%,3%,-4%,-25%

33. O=C(CN1C(=O)NC(c2ccccc2)(c2ccccc2)C1=O)NCc1ccccc1
34. Clc1ccc(-c2cc3ncc4c(n3n2)-c2ccccc2OC4)cc1
35. O=C(CN1C(=O)NC2(CCCC2)C1=O)Nc1nc2ccccc2[nH]1
36. CC1CN(S(=O)(=O)c2cccc(C(=O)OCCOc3ccccc3)c2)CC(C)O1 (centres undefined)
37. O=C(OCC(=O)N1CCCC1)c1cc(Br)ccc1Cl
38. CCOC(=O)c1[nH]c(C)c(C(=O)N2CCc3c([nH]c4ccccc34)C2c2ccccn2)c1C (centres undefined)
39. COC(=O)c1c(C)nn(-c2ccc(OC(F)(F)F)cc2)c1-c1snnc1C
40. O=C(Nc1ccc(F)cc1)c1ccccc1CC[N+](=O)[O-]

Compound,33,34,35,36,37,38,39,40
KAT2A inh,-2%,3%,-3%,-12%,-8%,-20%,-8%,1%
DT40 TDP1 no CPT,13%,-21%,-2%,?,?,?,16µM*,-26%
DT40 TDP1 CPT,-1%,3%,12%,21µM*,26%,16µM*,?,1%

41. O=C(CSCc1cccc(F)c1)N1CCN(c2ccccc2)CC1
  KAT2A inh = -4%; DT40 TDP1 no CPT = ?; DT40 TDP1 CPT = ?

42. O=C(N/N=C/C(Br)=C\c1ccccc1)c1ccc2nc[nH]c2c1
  KAT2A inh = -3%; DT40 TDP1 no CPT = 15µM*; DT40 TDP1 CPT = 10µM*

43. Cc1cccc(C)c1NC(=O)CN(C)C(=O)COc1cccc2c1OC(C)(C)C2
  KAT2A inh = -1%; DT40 TDP1 no CPT = -21%; DT40 TDP1 CPT = -3%

44. CCCCNC(=O)c1onc(CSc2ccc(Cl)cc2)c1C(=O)O
  KAT2A inh = 17%; DT40 TDP1 no CPT = -14%; DT40 TDP1 CPT = ?

45. O=C1NC2(CCCCCC2)C(=O)N1Cc1cccc([N+](=O)[O-])c1
  KAT2A inh = 18%; DT40 TDP1 no CPT = ?; DT40 TDP1 CPT = ?

46. O=C(Nc1ccc(F)cc1)NC1CCN(Cc2nnnn2Cc2ccco2)CC1
  KAT2A inh = 1%; DT40 TDP1 no CPT = 1%; DT40 TDP1 CPT = -13%

47. CCOCCCn1c(SCC(=O)Nc2ccccc2Cl)nc2c(oc3ccccc32)c1=O
  KAT2A inh = -1%; DT40 TDP1 no CPT = 7.3µM*; DT40 TDP1 CPT = ?

48. O=C(O)c1ccc(NS(=O)(=O)c2cccc(C(=O)Nc3cccc(C(=O)O)c3)c2)cc1
  KAT2A inh = 0%; DT40 TDP1 no CPT = -8%; DT40 TDP1 CPT = -9%

49. NC(=O)COC(=O)c1ccccc1SCC(=O)NC1CCCCCCC1
  KAT2A inh = 2%; DT40 TDP1 no CPT = 6%; DT40 TDP1 CPT = -4%

50. CCc1ccc(C(CNC(=O)c2ccc3c(=O)n(-c4ccccc4F)c(=S)[nH]c3c2)N(C)C)cc1 (centres undefined)
  KAT2A inh = 3%; DT40 TDP1 no CPT = 23µM*; DT40 TDP1 CPT = ?

51. CCOC(=O)C1(C)CCN1C(=O)c1ccccc1OC (centres undefined)
  KAT2A inh = /; DT40 TDP1 no CPT = 9%; DT40 TDP1 CPT = -8%

52. COc1ccc(C(=O)N2CCN(c3ccc(C(C)=O)cc3)CC2)cc1S(=O)(=O)N1CCCC1
  KAT2A inh = -4%; DT40 TDP1 no CPT = 11%; DT40 TDP1 CPT = -7%

53. Cc1oc(S(=O)(=O)N(C)C)cc1C(=O)Nc1ccc(Cl)cc1
  KAT2A inh = -1%; DT40 TDP1 no CPT = ?; DT40 TDP1 CPT = 5%

54. Cc1nc2cc(-c3cccc(F)c3)nn2c(C)c1CCC(=O)N1CCN(c2ccc(F)cc2)CC1
  KAT2A inh = -4%; DT40 TDP1 no CPT = -20%; DT40 TDP1 CPT = -24%

55. O=[N+]([O-])c1ccc(COc2cccc(CN3CCCCC3)c2)cc1
  KAT2A inh = /; DT40 TDP1 no CPT = 16µM*; DT40 TDP1 CPT = ?

56. O=C1C2CC=CCC2C(=O)N1Cc1nnc(-c2ccc(Cl)cc2)o1 (centres undefined)
  KAT2A inh = -4%; DT40 TDP1 no CPT = 12%; DT40 TDP1 CPT = 8%

57. COc1ccccc1NS(=O)(=O)c1cccs1
  KAT2A inh = -1%; DT40 TDP1 no CPT = -8%; DT40 TDP1 CPT = 16%

58. CCCC(=O)N(Cc1cc(=O)[nH]c2ccccc12)c1ccc(C)cc1C
  KAT2A inh = 0%; DT40 TDP1 no CPT = ?; DT40 TDP1 CPT = -27%

59. CCC1OC(=O)C(C)[C@@H](O[C@H]2C[C@@](C)(OC)C(O)C(C)O2)C(C)[C@@H](O[C@@H]2OC(C)CC(N(C)C)C2O)[C@@](C)(O)CC(C)CN(C)C(C)C(O)[C@]1(C)O (some centres undefined)
  KAT2A inh = 0%; DT40 TDP1 no CPT = ?; DT40 TDP1 CPT = ?

60. CCOC(=O)c1cc(-c2ccccc2)n(CCC(=O)NCCc2cccc(C)c2)c1C
  KAT2A inh = -3%; DT40 TDP1 no CPT = ?; DT40 TDP1 CPT = 16µM*

61. CN(C)CCNC(=O)c1csc(Nc2cccc3ccccc23)n1
  KAT2A inh = -10%; DT40 TDP1 no CPT = ?; DT40 TDP1 CPT = -50%

62. Cc1nc2c(OCCC3CCCCC3)cccn2c1N(C)C(=O)CCC1CCCC1
  KAT2A inh = /; DT40 TDP1 no CPT = 16µM*; DT40 TDP1 CPT = ?

63. COc1ccc(CNC(=O)c2ccc3c(c2)N(Cc2cc(C)ccc2C)C(=O)CS3)cc1
  KAT2A inh = -6%; DT40 TDP1 no CPT = ?; DT40 TDP1 CPT = ?

64. COC(=O)/C(C)=C/CC12OC(C)(C)C3CC(C=C4C(=O)c5cc6c(c(CCC(C)(C)Cl)c5OC431)OC1(C)CCC(=C(C)C)C6C1)C2=O (centres undefined)
  KAT2A inh = -21%; DT40 TDP1 no CPT = -8%; DT40 TDP1 CPT = 2%

65. CCCCNC(=O)NC12CC3CC(CC(C3)C1)C2
  KAT2A inh = -14%; DT40 TDP1 no CPT = ?; DT40 TDP1 CPT = -14%

66. CCCCOc1ccc(-c2nnc(-c3cc[n+](C)cc3)o2)cc1
  KAT2A inh = 12%; DT40 TDP1 no CPT = ?; DT40 TDP1 CPT = -17%

67. Cc1ccc(NC(=O)Cn2cnc3sc(C(=O)O)c(C)c3c2=O)cc1Cl
  KAT2A inh = -3%; DT40 TDP1 no CPT = 5%; DT40 TDP1 CPT = -8%

68. CSc1ccc(-c2nc(CN3CCCCC3c3cccnc3)c(C)o2)cc1 (centres undefined)
  KAT2A inh = -16%; DT40 TDP1 no CPT = ?; DT40 TDP1 CPT = ?

69. CCOC(=O)C(=O)/C(C#N)=C/Nc1ccc(F)cc1
  KAT2A inh = 4%; DT40 TDP1 no CPT = -20%; DT40 TDP1 CPT = -12%

70. CC(C)c1ccc(-c2cc(C(=O)N3CCOCC3)c3cc(Br)ccc3n2)cc1
  KAT2A inh = -9%; DT40 TDP1 no CPT = ?; DT40 TDP1 CPT = ?

71. O=C(CC1C(=O)NCCN1Cc1ccc(F)cc1)NCCN1CCCc2ccccc21 (centres undefined)
  KAT2A inh = -18%; DT40 TDP1 no CPT = ?; DT40 TDP1 CPT = ?

72. COc1ccc(-c2csc(NC(=O)CSCC(=O)Nc3cc(C)on3)n2)c(OC)c1
  KAT2A inh = -7%; DT40 TDP1 no CPT = ?; DT40 TDP1 CPT = 29µM*

73. CC(C)/C=C/CN1CCCC(N2CCN(c3cccc(Cl)c3)CC2)C1 (centres undefined)
  KAT2A inh = 3%; DT40 TDP1 no CPT = ?; DT40 TDP1 CPT = ?

74. O=c1[nH]c(SCc2ccc(Br)cc2)nc2c1CCCC2
  KAT2A inh = -1%; DT40 TDP1 no CPT = ?; DT40 TDP1 CPT = ?

The list is partial (hit frequency here may not be typical).
